Source: PubChem BioAssay (several laboratories)
ADAM17 inh – ADAM17 inhibition, QFRET primary screen | actives 0.83% (n = 370,000) | recombinant ADAM17, EDANS/DABCYL FRET peptide cleavage | inhibition, % at 6.95 µM | P78536;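 active = inhibition above the mean of compounds lying between control limits plus 3 SD, set per campaign, cut at about 8.5% in these data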;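 also: 0% = DMSO-only wells as the low control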
Target sequence (P78536 215-824 limits assumed): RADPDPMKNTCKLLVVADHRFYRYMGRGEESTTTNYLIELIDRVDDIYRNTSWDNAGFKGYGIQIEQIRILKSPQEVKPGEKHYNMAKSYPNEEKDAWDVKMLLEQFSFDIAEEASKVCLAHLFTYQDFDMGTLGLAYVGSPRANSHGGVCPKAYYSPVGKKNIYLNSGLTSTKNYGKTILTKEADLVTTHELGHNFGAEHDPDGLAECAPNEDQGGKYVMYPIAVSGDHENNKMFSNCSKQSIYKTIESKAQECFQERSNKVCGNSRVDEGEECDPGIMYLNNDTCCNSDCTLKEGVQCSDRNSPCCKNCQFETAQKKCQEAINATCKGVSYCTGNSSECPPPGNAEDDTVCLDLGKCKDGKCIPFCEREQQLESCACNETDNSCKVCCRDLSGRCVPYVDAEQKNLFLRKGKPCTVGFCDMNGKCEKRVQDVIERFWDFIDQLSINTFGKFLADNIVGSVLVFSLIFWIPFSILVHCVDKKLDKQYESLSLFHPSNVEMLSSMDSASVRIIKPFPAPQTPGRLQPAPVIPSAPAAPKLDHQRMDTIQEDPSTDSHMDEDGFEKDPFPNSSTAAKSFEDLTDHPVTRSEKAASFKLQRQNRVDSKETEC
DAX1 inh-1 – inhibitors of human orphan nuclear receptor DAX1 (NR0B1). actives 0.99% (n = 340,000). P51843. inhibition, % at 6.75 µM. HEK293 Gal4-DAX1 luciferase reporter, luminescence. AID 504766;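 active = inhibition above the mean over all tested compounds plus 3 SD, cut at about 4.2% in these data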;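 also: 0% = DAX1-transfected cells with DMSO and 100% = empty-vector control cells with DMSO; inhibition shows as a rise in luminescence from relieved DAX1 repression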
Target sequence (P51843 207-470 limits assumed): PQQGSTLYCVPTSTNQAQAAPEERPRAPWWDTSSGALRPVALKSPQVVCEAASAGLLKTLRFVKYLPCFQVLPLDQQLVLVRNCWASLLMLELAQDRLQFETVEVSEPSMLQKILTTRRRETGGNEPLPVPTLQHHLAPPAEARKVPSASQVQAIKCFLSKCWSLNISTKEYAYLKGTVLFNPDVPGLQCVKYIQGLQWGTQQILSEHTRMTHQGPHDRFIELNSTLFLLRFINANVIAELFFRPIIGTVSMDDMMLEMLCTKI
PG9 binder – small molecules binding HIV-1 gp120 antibody PG9; TR-FRET gp120-PG9 antibody binding; inhibition, % at 6.7 µM; actives 0.43% (n = 360,000); in the data active = inhibition above about 8.5%
SMARCA2 act – activators of SMARCA2 function; MG213 cells, MMTV-luciferase reporter, dexamethasone, overnight; activation, % at 9.1 µM; actives 1% (n = 370,000); AID 652017; in the data active = activation above about 7.8%;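 also: 0% = vehicle wells and 100% = reference activator wells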
hgDAF12 agonist – hgDAF-12 agonism, primary luciferase screen. HEK293 GAL4-hgDAF12 UAS-luciferase reporter, agonist luminescence; normalized to butyrate control. activation, % at 6.8 µM. actives 1.8% (n = 370,000);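 active = activation above a cutoff set at the mean of all screened compounds plus 3 SD, cut at about 10% in these data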;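 also: 0% = DMSO wells and 100% = sodium butyrate wells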
DAX1 inh-2 – inhibitors of DAX1 repression of SF-1 activated StAR promoter; AID 652010; inhibition, % at 6.8 µM; actives 1.1% (n = 370,000); HEK293T StAR-luciferase reporter, SF-1/DAX-1 repression relief;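 active = inhibition above the mean over all tested compounds plus 3 SD, cut at about 3.6% in these data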;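 also: 0% = DAX-1 cells with DMSO and 100% = cells lacking DAX-1 with DMSO; higher inhibition means more luminescence from relief of DAX-1 repression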
FXN GAA850 act – activators of GAA850 frataxin (FXN) promoter. HEK293 lucGAA850 FXN promoter luciferase reporter, 24 h; percent of 10 µM SAHA response. actives 0.56% (n = 360,000). activation, % at 6 µM;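 active = activation above the average of all compounds screened plus 3 SD, cutoff fixed separately per campaign, cut at about 7.5% in these data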;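 also: 0% = DMSO wells and 100% = 10 µM SAHA wells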
ADAM10 inh – inhibitors of human ADAM10. recombinant ADAM10, EDANS/DABCYL FRET peptide cleavage, 3 h. AID 720582. inhibition, % at 7 µM. actives 0.62% (n = 370,000). O14672;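 active = inhibition above a per-campaign cutoff equal to the mean of compounds falling between control-based bounds plus 3 SD, cut at about 20% in these data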;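 also: 0% = DMSO wells while the 100% control is not disclosed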
NPR1 activator – GC-A (human) enzyme activation | AID 1671463 | actives 0.14% (n = 370,000) | P16066 | activation, % at 10 µM | HEK293 GC-A cells, cGMP TR-FRET, EC30 ANP; 0% at EC30 ANP, 100% saturating ANP; in the data active = activation above about 40%
hcDAF-12 act – activators of H. contortus DAF-12 nuclear receptor. HEK293 hcDAF-12 lit1-tk-luc reporter, luminescence; 0% DMSO, 100% Δ7-dafachronic acid. activation, % at 6.8 µM. actives 1.4% (n = 370,000). AID 652067;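 active = activation above the mean of all tested compounds plus 3 SD, cut at about 5.5% in these data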;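 also: 100% = response to 3 µM Δ7-dafachronic acid high control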
ssDAF12 agonist – S. stercoralis DAF-12 activation, primary screen; HEK293 ssDAF-12/GRIP1 lit1-tk-luc reporter, luminescence; % of 3 µM dafachronic acid response; activation, % at 6.8 µM; actives 1% (n = 370,000);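 active = activation above the mean over all tested compounds plus 3 SD, cut at about 0.9% in these data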;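 also: 0% = DMSO-only wells and 100% = 3 µM delta7-dafachronic acid wells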
An asterisk follows results filed as active; / = not tested or not shown.

SMILES	ADAM17 inh	DAX1 inh-1	PG9 binder	SMARCA2 act	hgDAF12 agonist	DAX1 inh-2	FXN GAA850 act	ADAM10 inh	NPR1 activator	hcDAF-12 act	ssDAF12 agonist
COc1ccccc1NC(c1cccnc1)c1ccc2cccnc2c1O (centres undefined)	1	-0.2	-0.8	-2	-5.4	-1.1	2.7	-1	0	-3.4	-2.2
Cc1cc(C)cc(Cn2cc(CN3CC(N4CCCC4)CS3(=O)=O)nn2)c1 (centres undefined)	4	/	1.8	-4	0.7	0.8	/	-2	-1	-1.1	-1.2
Cc1cccc(OCC(=O)Nc2nnn(C)n2)c1C	2	-0.3	-2.1	0	0.1	0.1	-0.7	-3	-1	-1.3	-1.5
Cc1cc(C)n(CC(O)COc2ccccc2[N+](=O)[O-])n1 (centres undefined)	-2	-0.6	0.3	-2	0.8	0.1	1.7	-5	8	-1.8	-0.6
COc1ccc(Cn2nnc3c(=O)[nH]c(C4CCCN(C(=O)c5ccccc5)C4)nc32)cc1 (centres undefined)	-3	-0.3	-0.1	2	-0.3	0.6	0.4	-3	-2	0.1	-1.7
Cc1nc2ccc(S(=O)(=O)NCC(=O)N(C)Cc3ccccc3Cl)cc2s1	-4	/	/	-4	-6.4	-1.1	/	-9	0	-2.9	-1.6
COc1ccc(-n2nc(C(=O)NCC(=O)NCCN(C)C)c3ccccc3c2=O)cc1	-1	-0.8	1.1	-5	0.4	-0.5	2.0	-4	4	-0.6	-0.9
O=C(NNC(=O)c1ccc[nH]1)Nc1cc(Cl)cc(Cl)c1	-3	/	0.3	0	-0.1	-0.3	2.3	1	3	0.0	-1.3
CC(=O)NC(Cc1ccc(F)cc1)C(=O)O (centres undefined)	0	0.1	0.5	-2	0.0	0.4	1.9	3	0	1.0	-0.6
CNC(=O)c1ccccc1NC(=O)c1cccc(S(=O)(=O)N2CCCCC2)c1	-3	-0.7	1.0	1	1.2	1.5	1.5	6	1	-0.4	-1.6
COc1ccccc1C(=O)OCC(=O)NCCNC(=O)COC(=O)c1ccccc1OC	-3	-0.6	-0.8	0	-1.2	-1.9	1.3	3	4	2.2	-0.8
COc1cc(-c2nc3n(n2)C(c2ccc(F)cc2)C2=C(CCCC2=O)N3)cc(OC)c1OC (centres undefined)	-6	0.5	1.1	-3	-4.6	-1.4	1.3	-25	7	-1.8	-2.2
COc1ccc(C=C2SC(=S)NC2=O)cc1	4	0.2	-4.2	0	4.8	-0.2	-2.0	-7	1	-0.2	-0.6
COc1ccc(N2CC(C(=O)NCc3nnnn3-c3ccc(C)c(C)c3)CC2=O)cc1 (centres undefined)	-2	-0.4	-0.3	5	-1.1	0.1	0.1	4	5	-1.1	-0.8
N=c1occ(C(=O)c2cc(F)ccc2O)cc1C(=O)NC1CCCCC1	-2	-0.3	-1.9	-3	0.4	0.0	2.5	-13	-2	-1.8	-1.1
Nc1cc(=O)[nH]c(SCC(=O)Nc2ccc(Br)cc2)n1	-2	-1.0	-0.1	2	1.3	0.2	0.7	6	-2	-0.6	-0.2
COc1ccc(CCC(=O)NC2CCC(C)CC2)cc1 (centres undefined)	0	-0.6	-2.3	-4	3.4	0.0	-1.1	0	0	-0.3	-0.8
OC(COc1c(F)cc(Br)cc1F)CN1CCOCC1 (centres undefined)	-1	0.9	-0.6	6	-1.6	0.1	1.4	-4	1	0.4	-1.5
COC(=O)c1cc(C(=O)Nc2cc(C)ccn2)cc([N+](=O)[O-])c1	-1	1.0	-1.7	0	1.6	0.1	1.1	-4	-2	0.3	-0.9
CC(=O)Nc1sc(C)c(C)c1C(=O)OCC(=O)N(CC(C)C)C1CCS(=O)(=O)C1 (centres undefined)	-5	-1.0	-0.5	-3	-3.0	-0.3	-0.8	-12	6	-2.2	-1.1
Cc1cccc(C)c1NC(=O)C(c1ccccc1)N(C)CCc1ccccc1 (centres undefined)	-1	/	-0.6	-5	-0.4	-0.9	/	4	-2	-0.7	-1.5
CCOc1nc2cnccc2n(CC(=O)Nc2cccc(C)c2C)c1=O	4	0.2	2.4	-4	-2.3	1.1	-1.4	8	2	2.0	-1.1
COc1ccc(-c2ccc(=O)n(CC(=O)Nc3ccc4c(c3)OCCO4)n2)cc1	-2	0.5	1.3	-2	-1.8	-0.3	0.9	-17	-1	-1.0	-0.5
Nc1nccc2c1ncn2C1OC(CO)C(O)C1O (centres undefined)	4	0.5	-2.3	-4	10	-1.1	-2.3	10	3	-0.7	-1.0
CC(=O)NCCC(=O)Nc1nc2ccc(Oc3ccccc3)cc2s1	-2	1.9	2.2	11*	21*	2.4	3.0	4	9	5.0	0.6

Shown as labelled records: entries from further up
structure: CNC(=O)c1ccccc1NC(=O)c1cccc(S(=O)(=O)N2CCCCC2)c1
  ADAM17 inh: -3
  DAX1 inh-1: -0.7
  PG9 binder: 1.0
  SMARCA2 act: 1
  hgDAF12 agonist: 1.2
  DAX1 inh-2: 1.5
  FXN GAA850 act: 1.5
  ADAM10 inh: 6
  NPR1 activator: 1
  hcDAF-12 act: -0.4
  ssDAF12 agonist: -1.6
structure: COc1ccccc1C(=O)OCC(=O)NCCNC(=O)COC(=O)c1ccccc1OC
  ADAM17 inh: -3
  DAX1 inh-1: -0.6
  PG9 binder: -0.8
  SMARCA2 act: 0
  hgDAF12 agonist: -1.2
  DAX1 inh-2: -1.9
  FXN GAA850 act: 1.3
  ADAM10 inh: 3
  NPR1 activator: 4
  hcDAF-12 act: 2.2
  ssDAF12 agonist: -0.8

Next part.
SMILES	ADAM17 inh	DAX1 inh-1	PG9 binder	SMARCA2 act	hgDAF12 agonist	DAX1 inh-2	FXN GAA850 act	ADAM10 inh	NPR1 activator	hcDAF-12 act	ssDAF12 agonist
COc1cccc(-c2cc(C(=O)N3CCc4ccccc4C3)no2)c1	-2	0.8	-1.5	-3	3.0	-0.5	-0.6	-8	-5	0.8	-1.3
CCCC(=O)N1CCN(c2ccc([N+](=O)[O-])c(NC(C)c3ccccc3)c2)CC1 (centres undefined)	4	-0.3	-3.0	-2	-2.3	-2.0	4.3	12	-4	-1.9	-1.7
CC(C)OP(=O)(OC(C)C)C(Nc1ccc(C(=O)O)cc1)c1ccccc1 (centres undefined)	-19	0.6	-1.0	3	3.4	-0.2	2.2	-59	-3	-1.0	-1.4
O=C(CC(=O)N/N=C\c1cccc(Cl)c1Cl)NCc1ccccc1	-2	-2.5	1.5	-3	-3.6	0.5	-1.4	-4	-9	-2.1	-1.7
COc1cc(NC(=O)c2ccc(C(C)(C)C)cc2)c(OC)cc1NC(=O)CN1CCCCC1	-1	-0.9	-1.7	6	0.2	0.3	0.2	-5	-3	-0.2	-1.3
CC1CCc2c(sc3nc(CSc4ncn[nH]4)[nH]c(=O)c23)C1 (centres undefined)	4	-2.4	-0.2	-3	-5.0	0.3	-4.1	2	-1	-5.7	-2.5
CCn1c(C)c(C)c2cc(C(=O)N3CCN(c4cccc(C)c4C)CC3)ccc21	3	-0.2	1.1	-2	-1.6	-2.0	4.1	-5	-1	-1.3	-0.8
CN1CC[n+]2cnc3ccccc3c21	-6	0.8	-1.1	2	3.3	0.4	1.2	-31	8	-0.7	-0.8
O=C1NCC(O)=C1C=NCCO	-6	-0.3	-0.4	-2	2.9	-0.6	0.9	4	2	-0.5	-0.5
COC(=O)Cn1c(CN2CCOCC2)nc2c1c(=O)[nH]c(=O)n2C	-1	0.4	0.9	-1	-0.7	0.1	1.2	-3	2	2.9	-1.6
COc1ccc(S(=O)(=O)N2CCN(c3cc(-c4ccccc4)nc4ncnn34)CC2)cc1	-5	1.0	-1.4	-3	-1.5	0.3	0.8	0	-20	-1.1	-1.2
Cc1sc(NC(=O)C2=COCCO2)nc1-c1ccc(Cl)cc1	3	-0.1	0.2	0	1.2	3.5	0.5	-7	-2	-0.2	-0.8
CC(=O)N1N=C(c2c(-c3ccccc3)c3cc(Br)ccc3[nH]c2=O)CC1c1ccco1 (centres undefined)	-7	-1.4	1.2	2	-2.6	-0.8	-3.0	-18	-36	-2.0	-1.0
Cc1c(CNC(=O)c2c([N+](=O)[O-])cnn2C)cnn1C	2	0.7	0.4	1	4.2	1.2	-0.4	0	0	0.1	-1.3
COc1ccc(CCNC(=O)Cc2ccc([N+](=O)[O-])cc2)cc1OC	-1	1.0	-0.1	1	-0.1	-0.2	0.7	1	3	-1.9	-1.4
CC(Sc1nnc(-c2cccnc2)n1C)C(=O)N1CCOCC1 (centres undefined)	-4	-0.8	-1.3	-2	1.5	0.7	-0.1	-1	1	0.9	-0.9
CC(=O)/C=C(\C)N=Nc1c(O)[nH]c2ccccc12	-1	1.2	-6.8	6	4.2	1.2	3.9	7	-4	4.8	-0.1
COc1ccc(C(=O)NC(=S)NNC(=O)c2cnccn2)cc1	0	1.2	-2.5	33*	-0.9	0.3	-1.0	6	-4	3.5	-0.4
CC(C)(C)NC(=O)/C(=C/c1ccccc1F)NC(=O)c1ccc([N+](=O)[O-])cc1	-4	0.6	0.7	-3	-2.7	-0.1	0.2	-3	1	0.5	-1.2
CC(=O)c1ccc(OCC(C)C)c(CC(C(N)=O)C(N)=O)c1	5	0.5	-0.8	-4	-2.0	0.5	0.2	0	2	1.7	-1.8
Cc1[nH][nH]c(=O)c1N=Nc1ccccc1Cl	-4	1.4	1.5	-3	1.0	-0.1	-1.3	-2	-1	-1.4	-1.1
CCOC(=O)c1ccc(NC(=O)NCc2ccccc2)cc1	1	-1.2	-1.1	-2	0.0	-0.2	4.8	5	0	-0.8	-1.3
CCc1ccc(NC(=O)C2CC(=O)N=C(N)S2)cc1 (centres undefined)	-3	-0.5	-0.8	3	-0.4	-0.2	3.0	-4	1	-2.2	-0.7
COc1cccc(NC(=O)[C@H](C)NC(=O)N2CCn3c2nc2ccccc23)c1	-5	0.7	-0.9	1	-1.2	-4.3	-0.7	2	-2	0.8	-1.0
N#CC1=C(N)C(C#N)(C#N)[C@H](c2ccncc2)[C@H]2CC3(CC=C12)OCCO3	-20	-0.8	-4.2	-2	0.4	-1.2	0.8	-41	0	-1.8	-1.4
